Screening results from PubChem BioAssay.
Abeta yeast res: A-beta toxicity reversal in yeast. yeast expressing A-beta42, growth rescue, OD600, 48 h; response scale: 0% DMSO, 100% iron-clioquinol control. Potency, µM (doses to about 46.1 µM), for the others: at the highest dose growth rescue, most hits filed as activators. 410,000 compounds, 0.063% hits. AID 1347071; also: potency is read from the fitted curve at half-maximal effect; nearly all actives have a fitted effect of over 55% in size
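Yeast A-beta toxicity model in growth medium with pinned compounds, 48 h at 30 C; growth read as absorbance at 600 nm. Normalized to FeCl3/clioquinol equimolar mix (positive) and DMSO (negative).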
Akt phos inh: blocks phosphorylation of Akt. activity change, % for hits at 50 µM. 360,000 compounds, 0.32% hits. AID 651550. Neuro2A IGF-stimulated pAkt S473 HTRF, 20 min; active compounds read low; in the data active = activity change below about -80%; inconclusive = mostly about -51% to -80%; also: % is scaled to controls: 0 for no effect and ±100 for the full control effect
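Neuro2A cells in DMEM with 0.5% FBS, overnight at 37 deg C, given compound at single 50 µM final, then IGF (6 nM final) for 20 min at 37 deg C. Lysed; phospho-Akt Ser473 by HTRF after 24 h, 665/615 ratio.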
Mm-Cpn inhibitor: M. maripaludis TRiC chaperonin inhibition; Potency, µM (doses to about 76.9 µM), without a hit: at the top dose activity, negative = inhibition, actives largely listed as inhibitors; purified Mm-Cpn ATPase, ADP Transcreener TR-FRET; AID 504842; 330,000 compounds, 0.031% hits; also: potency is read from the fitted curve at half-maximal effect; % is scaled to controls: 0 for no effect and ±100 for the full control effect; nearly all actives have a fitted effect of over 80% in size
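ATPase turnover read by TR-FRET ADP competition (Eu cryptate antibody/ADP-d2, 665/590 nm): 10uM ATP final, 25nM Mm-CPN final, 30 min 37degC after 10-min compound preincubation, pH 7.4 Tris/KCl/MgCl2/DTT buffer.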
aSyn yeast inh: alpha-synuclein toxicity inhibition in yeast. Yeast expressing alpha-synuclein, growth rescue, BacTiter-Glo, 24 h. Potency, µM (titrated, usually from 46.1 µM), inactives show top-dose growth rescue (activation), usual class: activators. 370,000 compounds, 0.14% hits; also: potency is read from the fitted curve at half-maximal effect; % of control where 0% means no effect; nearly all actives have a fitted effect of over 65% in size
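Galactose-induced alpha-syn yeast (OD600=0.02, raffinose-pregrown) + pinned cpd, 24 hr, 30 deg C; growth by BacTiter-Glo luminescence. Growth restoration scores as activation.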
GLP-1R inv ag: GLP-1 receptor (human) inverse agonism | AID 624417 | HEK293 GLP-1R CRE-luciferase, luminescence, 24 h; GLP-1R form is constitutively active | 410,000 compounds, 1.6% hits | Potency, µM (doses to about 38.3 µM), for inactives: at the highest dose activity change, negative = inhibition, usual class: inhibitors | P43220; also: potency is read from the fitted curve at half-maximal effect; % is scaled to controls: 0 for no effect and ±100 for the full control effect; nearly all actives have a fitted effect of over 55% in size
Target sequence (P43220 whole entry, looked up): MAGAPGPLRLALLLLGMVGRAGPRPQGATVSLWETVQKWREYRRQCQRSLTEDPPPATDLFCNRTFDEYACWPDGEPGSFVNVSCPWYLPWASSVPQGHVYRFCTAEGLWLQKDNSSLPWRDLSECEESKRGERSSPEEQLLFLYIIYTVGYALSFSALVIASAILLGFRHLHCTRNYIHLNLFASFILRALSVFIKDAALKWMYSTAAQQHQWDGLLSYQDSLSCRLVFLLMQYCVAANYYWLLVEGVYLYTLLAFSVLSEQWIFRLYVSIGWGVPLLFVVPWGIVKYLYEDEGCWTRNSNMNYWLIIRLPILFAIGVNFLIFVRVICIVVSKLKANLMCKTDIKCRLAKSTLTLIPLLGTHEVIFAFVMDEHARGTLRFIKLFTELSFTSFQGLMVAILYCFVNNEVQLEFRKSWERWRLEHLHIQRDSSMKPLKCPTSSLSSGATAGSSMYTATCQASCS
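Inverse agonism was detected as reduced cAMP-driven luciferase luminescence after 24 h compound treatment. The cells were HEK293 clones expressing constitutively active human GLP-1R with the reporter. Reporter-only and GPR119 cell lines served as counterscreen controls.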
PTHR1 agonist: PTHR1 (human) receptor agonism | Q03431 | HEK293 GP2 PTHR1 cells, GloSensor cAMP luminescence, 1 h | Potency, µM (doses to about 115 µM), inactives show at the top dose activation, most hits filed as activators | 410,000 compounds, 0.075% hits | AID 743266; also: potency is read from the fitted curve at half-maximal effect; nearly all actives have a fitted effect of over 55% in size; some results filed as inactive show a strong effect at the top dose; inactives centre near -15; many of its hits are not listed in these tables
Target sequence (Q03431 whole entry, looked up): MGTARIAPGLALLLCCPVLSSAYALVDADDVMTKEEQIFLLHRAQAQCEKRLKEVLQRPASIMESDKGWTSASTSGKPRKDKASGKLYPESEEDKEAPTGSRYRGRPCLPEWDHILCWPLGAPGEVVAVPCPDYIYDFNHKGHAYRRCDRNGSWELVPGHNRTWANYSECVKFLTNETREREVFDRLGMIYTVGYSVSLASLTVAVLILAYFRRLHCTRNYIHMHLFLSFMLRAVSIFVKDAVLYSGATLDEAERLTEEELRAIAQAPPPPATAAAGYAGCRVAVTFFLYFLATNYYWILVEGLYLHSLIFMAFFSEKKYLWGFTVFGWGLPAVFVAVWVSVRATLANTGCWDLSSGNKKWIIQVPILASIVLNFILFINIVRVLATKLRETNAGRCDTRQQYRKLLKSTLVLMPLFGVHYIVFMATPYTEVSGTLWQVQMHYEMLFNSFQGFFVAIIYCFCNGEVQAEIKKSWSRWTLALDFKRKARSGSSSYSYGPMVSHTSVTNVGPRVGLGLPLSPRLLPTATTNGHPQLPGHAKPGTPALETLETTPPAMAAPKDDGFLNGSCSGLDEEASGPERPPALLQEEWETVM
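HEK-293-derived GP2 cells expressing PTHR1 and a GloSensor cAMP reporter, 3,000/well, plated overnight, given luciferin plus IBMX (each 0.5 mM as added) for 1 h at 37 °C, then compound for 1 h at 37 °C. Luminescence was read after 15 min at room temperature.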
GLP1R cytotox: cytotoxicity counter-screen for GLP-1 receptor inverse agonists; HEK293 cAMP-luciferase reporter cells, luminescence, 24 h; Potency, µM (highest dose often 38.3 µM), inactives show top-dose activity change, negative = inhibition, hits mostly inhibitors; 410,000 compounds, 0.13% hits; AID 624418;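 also: loss of luciferase light is scored as toxicity; potency is read from the fitted curve at half-maximal effect; % is scaled to controls: 0 for no effect and ±100 for the full control effect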
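1536-well qHTS counterscreen of the MLSMR; 200 cells/uL, 12 h pre-incubation, 23 nL cpd, 24 h at 37 deg C 5% CO2, luciferase detection reagent, 12 min RT, luminescence. Inhibition = undesired.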
TDP43 rescue: inhibitors of TDP-43 toxicity in yeast | TDP-43 expressing yeast growth rescue, BacTiter-Glo, 24 h | Potency, µM (doses to about 46.1 µM), inactives show at the highest dose growth rescue (activation), most hits filed as activators | 410,000 compounds, 1.8% hits | AID 652104; also: potency is read from the fitted curve at half-maximal effect; % of control where 0% means no effect; nearly all actives have a fitted effect of over 50% in size
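Growth rescue of TDP-43-toxic yeast measured as ATP luminescence (BacTiter-Glo). Cells grown to mid-log in raffinose, induced in galactose at OD600=0.02, exposed to compound 24 hr at 30 deg C.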
FUS yeast rescue: suppressors of FUS proteinopathy in yeast; S. cerevisiae FUS-expressing, growth rescue, OD600, 24 h; Potency, µM (series often up to 76.6 µM), inactives show at the top dose growth rescue (activation), actives largely listed as activators; 390,000 compounds, 0.24% hits; AID 1347120;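 also: potency is read from the fitted curve at half-maximal effect; plate controls were DMSO vehicle for no effect and reference control for full effect; nearly all actives have a fitted effect of over 55% in size; some results filed as inactive show a strong effect at the top dose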
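FUS-expressing yeast, raffinose-pregrown, induced in 2% galactose minimal medium at OD 0.005; compounds in a dilution series, 24hr at 30C. Growth restoration read as absorbance at 600 nm. CP55940 positive control, DMSO negative.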
Numbers without * were called inactive; i = inactive; ? = inconclusive; / = not tested or not shown; & = joins results of further samples; [ ] = dose if it differs, or a comment. Unless noted, calls follow the shape of the dose curve; as a rule, active = well fitted curve in the direction sought with a large enough effect; inconclusive = small, poorly fitted or top-dose-only effect, or another doubt; inactive = no such curve, though single readings can be large; an effect the other way counts as inactive or inconclusive.

Each structure is followed by: Mm-Cpn inhibitor	Abeta yeast res	aSyn yeast inh	Akt phos inh	PTHR1 agonist	GLP-1R inv ag	GLP1R cytotox	TDP43 rescue	FUS yeast rescue
COc1ccc(-c2nc3ccccc3nc2-c2ccc(OC)c(OC)c2)cc1OC
    1%	-3%	14%	i	i	-10%	10%	-22%	-8%
Cc1ccc(CNc2nc3ccccc3n2C)o1
    1%	-6%	-2%	i	18%	-19%	-20%	-10%	-1%
CCOC(=O)c1c(NC(=O)c2cc(=O)c3cc(Cl)ccc3o2)sc(C)c1C
    /	2%	/	/	i	2%	-9%	19%	-16%
COc1ccc(CSc2nncn2N)cc1[N+](=O)[O-]
    -1%	10%	0%	i	i	18%	-2%	22%	-21%
COc1c(C(=O)NC(=S)Nc2nnn(C)n2)cc2ccccc2c1Br
    1%	1%	-6%	i	18%	2%	7%	-9%	15%
CCN(CC(=O)Nc1c(F)cccc1F)C(=O)C1CCN(S(=O)(=O)c2ccccc2C(=O)OC)CC1
    /	-10%	-1%	i	i	5%	12%	14%	-7%
CC(=O)Nc1cccc2ncccc12
    0%	7%	2%	i	-22%	0%	2%[1.53 µM]	21%	-19%
Fc1ccc(N2CCN(C(c3cccs3)c3nnnn3CCc3ccccc3)CC2)cc1 (stereo unspecified)
    -6%	-8%	26%	i	-2%[57.5 µM]	?	-4%	?	39%
COc1cccc(N2CCN(C(=O)c3cc4c(=O)n(Cc5cccs5)ccc4nc3C)CC2)c1
    /	4%	/	/	-28%	-19%	3%	13%	12%
CCc1cccc(NC(=O)c2cc(S(=O)(=O)N(C)C)ccc2N2CCCC2)c1
    0%	25%	8%	i	i	-2%[7.66 µM]	13%[7.66 µM]	15%	27%
O=C1CCC(C(=O)N2CCSCC2)CN1CCc1cccc(F)c1 (stereo unspecified)
    -5%	6%	3%	i	-4%	17%	15%	14%	2%
N#Cc1ccccc1Cn1c(=O)oc2ccccc21
    1%	-6%	1%	i	-23%	-10%	2%	13%	9%
CS(=O)(=O)N(Cc1ccccc1)c1ccccc1C(=O)Nc1ccccc1C(=O)NCc1ccco1
    1%	-16%	-5%	i	-16%[57.5 µM]	?	-11%	-16%	?
COc1cccc(NC(=O)CCc2nc(-c3cc(OC)c(OC)c(OC)c3)no2)c1
    /	-8%	/	/	i	-1%	-7%	?	28%
CCCCN1C[C@H](CSC)[C@@H](CC(=O)NC)C1=O
    /	0%	-9%	i	-21%	10%	-10%	20%	-27%
Cc1ccc2c(=O)cc(C(=O)Nc3sc4c(c3C(=O)NCc3ccco3)CCCC4)oc2c1C
    /	3%	/	/	i	2%	18%	11%	-10%
CN1CC(=O)N(CC(=O)Nc2ccc(N3CCOCC3)cc2)C1=O
    -3%	-10%	-8%	i	-31%[inhibitor]	19%	-8%	2%	-11%
COc1ccccc1C(=O)NCCC(=O)N(C)CC(=O)Nc1ccc(N2CCOCC2)cc1
    -1%	0%	2%	i	i	5%	-12%	6%	10%
CCOC(=O)CCc1ccc(NC(=O)/C=C/c2ccc([N+](=O)[O-])o2)cc1
    /	8%	21%	i	-39%[inhibitor]	?	11µM*	?	/
O=C(N/N=C/c1coc2ccccc2c1=O)c1cccc([N+](=O)[O-])c1
    -8%	-18%	1%	i	i	12%	-9%	4%	-20%

Each structure is followed by: Mm-Cpn inhibitor	Abeta yeast res	aSyn yeast inh	Akt phos inh	PTHR1 agonist	GLP-1R inv ag	GLP1R cytotox	TDP43 rescue	FUS yeast rescue
COc1ccc(C(=O)Nn2c(CC(C)C)nc3cc(OC)c(OC)cc3c2=O)c(OC)c1
    0%	0%	-2%	i	-3%	10%	-13%	7%	27%
O=C(O)C1C2CCC(CC2)C1C(=O)O (stereo unspecified)
    /	-4%	-10%	i	-5%	8%	-2%	19%	/
CC1(C(=O)NC(=S)N(CCC#N)c2ccccc2)CC1(Cl)Cl (stereo unspecified)
    1%	5%	-2%	i	-7%	0%	10%	11%	24%
CS(=O)(=O)c1nc(S(=O)(=O)c2ccc(Cl)cc2)c(NCCCN2CCOCC2)s1
    2%	12%	-6%	i	i	25%	-6%	-8%	-6%
CCN(C(=O)CSc1nnc(-c2ccc(OC(F)F)cc2)n1N)C1CCS(=O)(=O)C1 (stereo unspecified)
    0%	-11%	-11%	i	7%	3%	5%	-14%	3%
O=c1c2ccccc2oc2c1ccc1ccccc12
    -26%	-13%	1%	i	-23%	22%	7%	0%	-20%
N=c1c2ccccc2nnn1-c1ccc(C(F)(F)F)cc1
    1%	-5%	1%	i	-5%	61%[activator]	-8%	-3%	18%
Cc1ccc(C(=O)N2CCn3c(C)ccc3C2C)cc1 (stereo unspecified)
    0%	-25%	1%	i	-12%	4%	0%	19%	28%
CCC(C(=O)NC1CCCC1)N(C(=O)Cn1nnc(-c2ccc(C)o2)n1)c1cnc2ccccc2c1 (stereo unspecified)
    1%	19%	-17%	i	-21%	22%	-10%	-4%	24%
CC(C)Oc1ccc(CNC(=O)CC(c2ccccc2)c2cc(Cl)ccc2O)cc1 (stereo unspecified)
    1%	17%	?	i	-2%[57.5 µM]	?	?	-2%	45%
Cc1ccc(C2=NN(C(=O)COc3ncnc4ccccc34)C(c3ccco3)C2)cc1 (stereo unspecified)
    1%	11%	0%	i	i	0%[7.66 µM]	7%[7.66 µM]	-17%	-6%
CCCCN(C)C(=O)c1cn(-c2cccc(OC)c2)c(=O)c2ccccc12
    2%	7%	0%	i	-13%	-3%	0%	1%	29%
CC1CCN(S(=O)(=O)CCNC(=O)c2ccc3c(c2)OCO3)CC1
    -3%	-6%	1%	i	i	2%	-4%	-1%	5%
O=C(CNC(=O)c1ccc([N+](=O)[O-])cc1)c1ccccc1
    -2%	21%	0%	i	i	10%	5%	-20%	21%
Cc1ccccc1SCCNC(=O)c1ccccc1Br
    3%	-2%	0%	i	-42%[inhibitor]	?	-6%	-12%	12%
O=C(NC1CCCC1)c1ccc(Cl)s1
    -9%	-3%	-1%	i	i	-8%	-11%	7%	-15%
NC(=O)C1CCN(c2nc(-c3ccccc3N)cs2)CC1
    -3%&-2%	5%	/	/	i	/	/	/	-10%
O=C(/C=C/c1ccc(Cl)cc1)NC(=S)Nc1ccc(N2CCOCC2)c(Cl)c1
    4%	-2%	-9%	i	-10%	-19%	-18%	?	-4%
CCN(CC1CCCO1)C(=O)CCc1nnc(CCc2ccc(OC)cc2)o1 (stereo unspecified)
    4%	-16%	-11%	i	-16%	-7%	1%	-20%	/
CCOC(=O)C1CCN(C(=O)COc2ccc([N+](=O)[O-])cc2)CC1
    -2%	-1%	2%	i	i	0%	3%	8%	-6%

Each structure is followed by: Mm-Cpn inhibitor	Abeta yeast res	aSyn yeast inh	Akt phos inh	PTHR1 agonist	GLP-1R inv ag	GLP1R cytotox	TDP43 rescue	FUS yeast rescue
Cc1nn(-c2ccccc2)c2c1C1(C(=O)N3c4c(cccc41)C(C)CC3(C)C)C(C#N)=C(N)O2 (stereo unspecified)
    -2%	-1%	14%	i	-22%	0%	-12%	-4%	?
CCOC(=O)c1[nH]c(C)c(C(=O)OCC(=O)N2CCCCC2C)c1C (stereo unspecified)
    0%	-10%	0%	i	i	-19%	-10%	2%	-2%
CCC1=Nc2cc(C(=O)NCCCN3CCOCC3)ccc2Sc2ccccc21
    0%	-3%	-8%	i	i	?	-2%	-2%	3%
COc1ccccc1NC(=S)NNC(=O)c1c(Cl)c(C)nn1C
    1%	8%	-13%	i	i	-21%	-23%	20%	24%
O=C(CN1C(=O)/C(=C/c2ccccc2)SC1=S)Nc1ncc(Cc2ccccc2)s1
    2%	11%	2%	i	-13%	-2%	-6%	30%	12%
O=C1CCCN1CC(O)CS(=O)(=O)c1ccc(Cl)cc1 (stereo unspecified)
    1%	10%	-1%	i	-5%[57.5 µM]	-1%	1%	20%	12%
CC1C(=O)N(Cc2cn(Cc3ccco3)nn2)CCS(=O)(=O)N1Cc1ccc(-c2cccnc2)cc1 (stereo unspecified)
    /	-6%	-1%	i	-30%[inhibitor]	0%	4%	12%	29%
COc1ccc(N2CCN(C(=O)c3sc4ncn(CC(=O)N5CCCCC5)c(=O)c4c3C)CC2)cc1
    0%	-10%	7%	i	-18%	?	-20%	-12%	44%
COc1ccc(OC)c(NC(=O)CSc2ccc3nnc(-c4ccccn4)n3n2)c1
    0%	-10%	-2%	i	i	-10%	-3%	15%	7%
Cc1nn(C)c(Cl)c1CN1CCC(CO)(CCOc2ccccc2)CC1
    -3%	-11%	-4%	i	-11%	-32%	2%	-19%	9%
O=C(O)Cc1ccc2oc(-c3cccnc3)nc2c1
    2%	2%	-1%	i	i	-13%	?	-16%	6%

3 entries out of the list, arranged by number of heavy atoms, low to high:
Each structure is followed by: Mm-Cpn inhibitor	Abeta yeast res	aSyn yeast inh	Akt phos inh	PTHR1 agonist	GLP-1R inv ag	GLP1R cytotox	TDP43 rescue	FUS yeast rescue
O=C1CCCN1CC(O)CS(=O)(=O)c1ccc(Cl)cc1 (stereo unspecified)
    1%	10%	-1%	i	-5%[57.5 µM]	-1%	1%	20%	12%
CCC1=Nc2cc(C(=O)NCCCN3CCOCC3)ccc2Sc2ccccc21
    0%	-3%	-8%	i	i	?	-2%	-2%	3%
COc1ccc(OC)c(NC(=O)CSc2ccc3nnc(-c4ccccn4)n3n2)c1
    0%	-10%	-2%	i	i	-10%	-3%	15%	7%

Not all compounds are listed; the hit share may differ from the screen's.
